USP1-UAF1 inh: USP1/UAF1 (human) deubiquitinase inhibition | recombinant USP1/UAF1, Ub-Rhodamine cleavage fluorescence | actives 0.23% (n = 390,000) | Potency, µM (highest dose often 57.1 µM), without a hit: at the top dose activity change, negative = inhibition, actives largely listed as inhibitors; note: % is set by controls: 0 for no effect and ±100 for the full control effect; nearly all actives have a fitted effect of over 60% in size; inactives centre near -12
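USP1/UAF1 complex at 1 nM was preincubated with compound for 15 min at room temperature, then Ub-Rho substrate (150nM final) was added. Fluorescence (480/540 nm) was read kinetically, 6 reads every 60 seconds.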
TrxR1 substrate: is turned over as a substrate by rat TrxR1 | purified TrxR1 substrate turnover, NADPH consumption readout | Potency, µM (highest dose often 114 µM), for inactives: top-dose activity change, negative = substrate turnover | actives 0.01% (n = 390,000) | AID 588456; note: % is set by controls: 0 for no effect and ±100 for the full control effect; nearly all actives have a fitted effect of over 50% in size
Target sequence (O89049 whole entry, looked up): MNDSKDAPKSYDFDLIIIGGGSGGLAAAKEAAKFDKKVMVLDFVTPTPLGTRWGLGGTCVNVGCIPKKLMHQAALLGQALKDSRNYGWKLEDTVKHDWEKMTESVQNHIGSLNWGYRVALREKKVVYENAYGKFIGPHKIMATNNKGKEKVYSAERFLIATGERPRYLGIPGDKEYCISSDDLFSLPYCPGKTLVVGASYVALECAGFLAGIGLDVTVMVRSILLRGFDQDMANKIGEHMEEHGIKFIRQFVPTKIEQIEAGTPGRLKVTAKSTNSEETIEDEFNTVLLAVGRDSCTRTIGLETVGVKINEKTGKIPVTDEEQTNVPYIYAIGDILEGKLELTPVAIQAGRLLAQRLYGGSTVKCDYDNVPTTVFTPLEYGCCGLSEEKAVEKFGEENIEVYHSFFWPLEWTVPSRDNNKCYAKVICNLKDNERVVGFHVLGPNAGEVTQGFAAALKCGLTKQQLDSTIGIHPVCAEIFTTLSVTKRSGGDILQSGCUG
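Rat TrxR1, dispensed at 90 nM, was prereduced with 400 uM NADPH (final) for 5 min at ~22 deg C, then incubated with compound 15 min before 400 uM selenite. A first-read NADPH fluorescence drop versus no-compound background flagged substrates.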
RXFP1 agonist: agonists of human relaxin receptor RXFP1; Q9HBX9; HEK293T-RXFP1 cAMP TR-FRET, 30 min; response scale: percent of porcine relaxin response, buffer zero; Potency, µM (doses to about 57.5 µM), without a hit: top-dose activation, actives largely listed as activators; actives 0.3% (n = 370,000); AID 2676; note: % is set by controls: 0 for no effect and ±100 for the full control effect; nearly all actives have a fitted effect of over 60% in size; many of its hits are not listed in these tables
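HEK293 cells stably expressing RXFP1, treated 30 min at 37C with compounds plus PDE4 inhibitor Ro 20174; cAMP measured by HTRF TR-FRET. Normalized to buffer and 29 nM porcine relaxin; EC50 by Hill fit.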
TrxR1 inh: blocks rat thioredoxin reductase 1. O89049. recombinant rTrxR1, NADPH fluorescence consumption, selenite substrate. Potency, µM (series often up to 114 µM), for inactives: at the highest dose activity change, negative = inhibition, most hits filed as inhibitors. actives 1% (n = 390,000). AID 588453; note: % is set by controls: 0 for no effect and ±100 for the full control effect; nearly all actives have a fitted effect of over 65% in size
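Rat TrxR1 (90 nM in the dispensed reagent) was pre-reduced with 400 uM NADPH for 5 min at room temperature, then incubated with compound for 15 min. After 400 uM selenite was added, NADPH fluorescence (Ex 340/Em 450 nm) was followed for 8 min.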
RGS4 inhibitor: blocks human RGS4-accelerated GTP hydrolysis. P49798. Transcreener GDP fluorescence polarization, RGS4-accelerated GTP hydrolysis. Potency, µM (series often up to 114 µM), inactives show at the highest dose activity change, negative = inhibition, hits mostly inhibitors. actives 0.039% (n = 390,000). AID 504845; note: % is set by controls: 0 for no effect and ±100 for the full control effect; nearly all actives have a fitted effect of over 75% in size; some results filed as inactive show a strong effect at the top dose
Target sequence (P49798 whole entry, looked up): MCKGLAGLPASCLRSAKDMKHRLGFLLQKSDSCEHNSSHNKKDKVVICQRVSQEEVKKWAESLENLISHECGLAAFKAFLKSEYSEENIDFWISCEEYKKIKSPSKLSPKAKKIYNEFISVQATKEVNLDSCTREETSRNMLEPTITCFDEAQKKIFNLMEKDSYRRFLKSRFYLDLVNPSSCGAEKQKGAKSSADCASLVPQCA
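MLSMR compounds (23 nl, pin-transferred) preincubated 10 min at room temperature with a 500nM (2x) first reagent, then RGS4 at 900nM (2x) plus Transcreener GDP mix added; fluorescence polarization (620/688 nm) read before and after 90 min at 30 °C.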
Vif-A3G inh: Vif-A3G binding inhibition. Q9HC16. HeLa A3G-eYFP + Vif (tagged APOBEC3G with the HIV-1 protein that degrades it), YFP fluorescence, overnight. Potency, µM (titrated, usually from 46.1 µM), for the others: at the highest dose activity, negative = active, actives largely listed as inhibitors. actives 0.076% (n = 410,000);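 note: % is set by controls: 0 for no effect and ±100 for the full control effect; nearly all actives have a fitted effect of over 60% in size; hits raise eYFP signal because A3G escapes Vif-driven loss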
Target sequence (Q9HC16 whole entry, looked up): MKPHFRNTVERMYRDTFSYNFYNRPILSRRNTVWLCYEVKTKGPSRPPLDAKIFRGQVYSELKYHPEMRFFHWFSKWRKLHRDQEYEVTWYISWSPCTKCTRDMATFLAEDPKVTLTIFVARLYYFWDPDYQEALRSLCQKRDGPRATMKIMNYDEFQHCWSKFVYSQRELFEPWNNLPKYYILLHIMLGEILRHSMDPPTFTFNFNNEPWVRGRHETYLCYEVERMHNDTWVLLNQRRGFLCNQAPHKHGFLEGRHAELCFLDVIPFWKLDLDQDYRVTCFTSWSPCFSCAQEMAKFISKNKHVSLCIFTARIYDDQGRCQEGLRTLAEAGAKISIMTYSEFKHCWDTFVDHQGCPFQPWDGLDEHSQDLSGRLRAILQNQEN
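HeLa cells stably expressing Vif and C-terminally eYFP-tagged A3G, seeded overnight at 37 deg C, then exposed to compound by pintool overnight at 37 deg C. Rise in yellow fluorescence (Ex 488/Em 500-530, Acumen) marks blocked Vif-driven A3G degradation.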
IDH1 R132H inh: human IDH1 R132H inhibition. O75874. Potency, µM (series often up to 76.6 µM), for the others: top-dose activity change, negative = inhibition, actives largely listed as inhibitors. IDH1-R132H enzyme, NADPH consumption, diaphorase/resazurin fluorescence. actives 0.093% (n = 390,000); note: % is set by controls: 0 for no effect and ±100 for the full control effect; nearly all actives have a fitted effect of over 65% in size
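IDH1-R132H (0.5 ug/mL) preincubated 30 min with compound, then NADPH (0.016 mM) and alpha-KG (2 mM) added; 80 min at RT, pH 7.5. Remaining NADPH coupled via diaphorase/resazurin to fluorescence (540/590 nm); concentration-response curves normalized to no-enzyme control.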
Vif-A3F inh: Vif-A3F binding inhibition; HeLa A3F-eYFP + Vif (tagged APOBEC3F with the HIV-1 protein that degrades it), YFP fluorescence increase; Potency, µM (series often up to 46.1 µM), inactives show top-dose activity, negative = active; actives 0.2% (n = 390,000); note: % of control where 0% means no effect; nearly all actives have a fitted effect of over 65% in size
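HeLa cells stably expressing Vif plus C-terminally eYFP-tagged A3F were seeded, incubated overnight at 37 deg C, dosed with compound, incubated overnight again at 37 deg C. Yellow fluorescence (Ex 488/Em 500-530) reported blocked Vif-mediated A3F-eYFP degradation.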
12-LOX inh: ALOX12 (human) lipoxygenase inhibition; purified 12hLO, xylenol orange hydroperoxide absorbance; Potency, µM (highest dose often 108 µM), for the others: at the top dose activity change, negative = inhibition, usual class: inhibitors; actives 1.1% (n = 580,000); AID 1671190; note: % is set by controls: 0 for no effect and ±100 for the full control effect
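Purified human 12hLO (150 nM final) in 25 mM Hepes, 0.01% Triton X-100, pH 7.0 was preincubated 15 min at room temperature with compound. Then 40 uM arachidonic acid was added, 30 min. Hydroperoxide was read by Fe-XO absorbance ratio 573/405 nm.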
Numbers without * were called inactive; ? = inconclusive; . = no result given; & = joins results of further samples; [ ] = another dose, or the depositor's remark. Calls come from the whole dose curve; as a rule, active = well fitted curve in the direction sought with a large enough effect; inconclusive = small, poorly fitted or top-dose-only effect, or another doubt; inactive = no such curve, though single readings can be large; an effect the other way counts as inactive or inconclusive. Potency is the fitted concentration of half-maximal effect. An excerpt, so the mix of outcomes need not match the whole.

SMILES	USP1-UAF1 inh	TrxR1 substrate	RXFP1 agonist	TrxR1 inh	RGS4 inhibitor	Vif-A3G inh	IDH1 R132H inh	Vif-A3F inh	12-LOX inh
CC(C)Cn1c(-c2ccc(C#N)cc2)nc2c1c(=O)[nH]c(=O)n2CC(C)C	-10.8%	542.0%[activator]	3.8%	-14.9%	10.0%	-5.0%	0.0%	0.6%	4.3%&-7.8%
Cc1cc(C)cc(OCC(=O)NNC(=O)c2cc3ccccc3o2)c1	-11.6%	6.0%	0.3%	20.1%	-12.5%	-4.2%	-1.6%	0.3%	5.2%
COC(=O)c1cccc(NS(=O)(=O)c2ccc(NC(C)=O)cc2)c1C	-11.4%	-9.2%	0.5%	-16.4%	14.6%	-0.4%	-0.2%	-4.5%	-0.2%
FC(F)(F)c1ccc(N2CCOCC2)c(Nc2nc3ccccc3n3cnnc23)c1	-19.6%	-8.7%[57.1 µM]	6.5%	-2.7%	-16.3%	-2.6%	2.9%	-8.7%	12.9%
O=C(CNC(=O)c1cccc(F)c1)OCC(=O)N1CCCc2ccccc21	-4.2%	-18.9%	1.6%	-7.8%	0.2%	1.2%	5.9%	-0.9%	1.6%
CCOC(=O)CSc1nnc2cc(C)c3ccccc3n12	-19.2%	2.9%	3.9%	11.0%[57.1 µM]	-11.2%[11.4 µM]	0.1%	-2.6%	0.0%	13.2%
CCOc1ccc(NC(=O)COC(=O)c2cc(S(=O)(=O)N3CCCC3)ccc2C)cc1	-25.5%	3.9%	0.8%	37.2%[activator]	-3.4%	0.5%	-1.4%	0.5%	86.3%[activator]
O=C(c1cc(=O)c2ccccc2o1)N1CCN(c2ccccc2)CC1	-24.3%	7.4%	2.2%	11.8%	7.6%	16.7%	0.0%	?	11.0%
Nc1nc(Nc2ccc(Cl)cc2)nc(NCCO)c1[N+](=O)[O-]	?	2.0%[57.1 µM]	-0.9%	3.7%[57.1 µM]	1.4%	-2.6%	3.5%	-14.8%	?
Cn1cc(C(=O)N2CCN(c3cccc(C(F)(F)F)c3)CC2)c2c3ccccc3n(C)c2c1=O	?	9.1%	0.7%	13.5%	-22.5%	-11.6%	-10.1%	-2.6%	-14.8%
CCNC(=O)NC(=O)CSc1ccc(S(=O)(=O)N2CCCCC2)cn1	-4.8%	-9.2%	2.4%	-14.2%	?	0.4%	0.7%	-1.5%	-3.6%
O=C(Cn1nc(Cc2cccnc2)c2ccccc2c1=O)N1CCN(c2ccccn2)CC1	0.3%	13.3%	2.1%	13.6%[57.1 µM]	3.0%	0.1%	9.4%	-10.5%	383.3%[activator]
COc1ccc(S(=O)(=O)N2CCN(c3ccccc3)CC2)cc1OC	-10.2%	13.3%[57.1 µM]	.	23.6%[57.1 µM]	-4.5%	-2.6%	11.6%	-23.6%	76.9%[activator]
CC1=C(C(=O)OCc2ccccc2)C(c2cccnc2)n2nnnc2N1 (stereo not given)	-5.4%	6.5%[57.1 µM]	-2.6%	-1.6%[57.1 µM]	20.7%	1.1%	18.6%	-1.0%	33.1%[activator]
COc1ccccc1CNC(=O)CN1C(=O)NC(C)(c2ccc(C)cc2)C1=O (stereo not given)	-3.6%	5.4%[57.1 µM]	-0.6%	5.9%[57.1 µM]	-17.9%	0.1%	2.0%	10.8%	-8.2%
CCOc1cc(S(=O)(=O)N(CC)CC)ccc1Cl	-23.3%	-11.3%	-1.4%	-8.9%	-2.1%	13.8%	0.0%	-1.1%	-4.9%
O=C1CC(NNc2ccccc2)C(=O)N1c1cccc(Cl)c1 (stereo not given)	4.8%	0.8%	-1.0%	-19.8%	-8.9%	-17.9%	0.2%	.	?
CC(C(=O)Nc1ccccc1)N(C)Cc1cccs1 (stereo not given)	-12.8%	7.0%	0.0%	16.6%	-28.8%	-0.6%	5.9%	?	-12.9%
CCOC(=O)N1CCC(N2Cc3cccc(C(=O)N4CCN(c5cccc(Cl)c5)CC4)c3C2=O)CC1	-7.6%	-0.8%	-0.2%	18.9%	14.6%	2.9%	5.2%	-0.4%	-2.6%
O=C(N/N=C/c1cccs1)C1CC(=O)N(c2ccccc2)C1 (stereo not given)	-17.8%	6.7%[57.1 µM]	-1.4%	3.6%[57.1 µM]	11.2%	-0.9%	6.8%	1.0%	6.2%
Cc1ccc(-n2c(N)c(C(N)=O)sc2=S)cc1	-5.5%	-8.1%	0.2%	?	?	-0.9%	-0.8%	-6.2%	?
CCN(CC)S(=O)(=O)c1cc(C(=O)N=c2sccn2C)ccc1OC	-1.4%	-6.3%	0.4%	-3.5%	-2.3%	-0.5%	0.2%	-6.4%	-2.4%
O=C(NCc1cccs1)C1CC(=O)N(C2CCCC2)C1 (stereo not given)	-10.1%	-1.3%	-0.8%	10.1%	-24.0%	-1.4%	2.7%	-4.2%	2.0%
CCCC(=O)N1c2ccccc2-c2nnc(SC)nc2OC1c1sccc1C (stereo not given)	-16.7%	-4.0%	5.3%	6.1%	-8.2%	-9.5%	?	-9.3%	-23.3%
CC(C)C(=O)Nc1nnn(C)n1	-17.7%	3.1%	1.3%	9.9%	2.0%	0.4%	-7.5%	-0.9%	0.0%
CCCCn1c(N)c(N(CC(C)C)C(=O)c2c(CC)noc2C)c(=O)[nH]c1=O	-5.6%	-2.8%	-1.4%	4.0%	30.5%	-0.7%	5.1%	-2.2%	-12.6%
O=C(CC(O)(c1ccccc1)C(F)(F)C(F)F)c1cccs1 (stereo not given)	-18.8%	4.9%	0.0%	6.3%	0.0%	1.7%	2.8%	-1.8%	-6.9%
COC(=O)CNC(=O)C1CC(=O)N(CCc2ccc(F)cc2)C1 (stereo not given)	-1.0%	-9.7%[57.1 µM]	-1.0%	-19.9%[57.1 µM]	-18.2%	-0.6%	-1.0%	-3.3%	0.1%
COc1cc(NC(=O)c2cccc([N+](=O)[O-])c2)ccc1NC(=O)c1cc2ccccc2o1	-9.5%	-0.5%	4.7%	22.2%	20.2%	7.3%	2.6%	7.9%	9.1%
CC1=NOC(=O)/C1=C\c1ccc(-c2ccccc2Br)o1	?	0.4%	17.8µM*	?	-131.5%	-29.7%	?	-19.8%	5.62µM*
CCOC(=O)c1cnn(-c2nc3c(C)cccc3s2)c1C	-21.9%	-1.5%	1.0%	0.5%	-17.8%	-0.3%	-0.1%	-2.9%	479.9%[activator]
O=C(NCc1ccccc1)Nc1cccn(Cc2ccccc2)c1=O	-6.0%	16.1%	-1.3%	8.4%	31.8%	-7.6%	2.8%	10.6%	0.6%
COc1ccc(CN2CCNC(=O)C2CC(=O)NC2CCCCCC2)c(F)c1 (stereo not given)	1.6%	2.3%	-1.2%	-21.3%	-5.6%	1.0%	-1.6%	-3.6%	?
COc1ccc(Br)cc1CNC(=O)CCCc1cn(C)c2ccccc12	?	2.0%	0.4%	12.3%	-0.8%	4.5%	2.2%	-1.3%	3.2%[57.4 µM]
Cc1cc(C(=O)NCCCN2CCN(c3cc(Cl)ccc3C)CC2)n(-c2ccccc2)n1	-20.3%	8.6%[57.1 µM]	1.0%	6.2%[57.1 µM]	-8.9%	-0.7%	4.1%	-1.8%	-8.1%
O=C(N/N=C/c1ccc(Cl)cc1)C(=O)N1CCCCCC1	-13.6%	11.1%[57.1 µM]	1.5%	13.4%[57.1 µM]	7.6%	-1.7%	-2.1%	10.3%	6.1%
COC(=O)c1ccc2c(=O)n(CCCCCC(=O)NCc3ccc4c(c3)OCO4)c(=O)[nH]c2c1	-20.0%	15.3%	2.9%	25.0%	-5.1%	-6.1%	1.4%	1.9%	?
O=C(COc1ccc(F)cc1)Nc1nccs1	-11.2%	3.3%	-0.6%	17.0%	9.2%	-6.0%	-0.6%	0.1%	-10.8%
Cc1noc(C)c1C(=O)OCC(=O)Nc1cc(Cl)ccc1Oc1ccccc1	1.6%	0.6%	-0.5%	12.7%	-25.5%	0.1%	3.3%	-7.4%	?
CC(=O)Oc1ccc2c(=O)c(N3C(=O)c4ccccc4C3=O)c(C)oc2c1	-16.3%	-12.4%	0.6%	-27.0%	-5.1%	-0.8%	?	-0.9%	11.6%
CSCCC(NC(=O)c1ccccc1)C(=O)N1CC=C(c2ccccc2)CC1 (stereo not given)	-21.6%	-0.4%	-0.4%	9.4%	-17.9%	-8.1%	0.0%	1.2%	-15.0%
N=c1c2ccccc2nc2n1CCCCCCC2	-25.7%	.	.	.	.	1.0%	-3.7%	2.1%	-12.5%

Of the compounds above, these contain a nitro group on carbon.
SMILES	USP1-UAF1 inh	TrxR1 substrate	RXFP1 agonist	TrxR1 inh	RGS4 inhibitor	Vif-A3G inh	IDH1 R132H inh	Vif-A3F inh	12-LOX inh
Nc1nc(Nc2ccc(Cl)cc2)nc(NCCO)c1[N+](=O)[O-]	?	2.0%[57.1 µM]	-0.9%	3.7%[57.1 µM]	1.4%	-2.6%	3.5%	-14.8%	?
COc1cc(NC(=O)c2cccc([N+](=O)[O-])c2)ccc1NC(=O)c1cc2ccccc2o1	-9.5%	-0.5%	4.7%	22.2%	20.2%	7.3%	2.6%	7.9%	9.1%

Screening results: PubChem, National Center for Advancing Translational Sciences (NCATS)
